# NRP1-CendR mod: modulators of CendR peptide binding to human neuropilin-1; O14786; FAM-RPARPAR peptide binding to NRP-1, fluorescence polarization; inhibition, % at 25 µM; 0.85% of 360,000 active;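 active means inhibition or corrected inhibition above about 18%, plus a signal ratio from 0.5 to 1.5, limit read from the data, passing the limit was not always enough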; further: strong numbers were not always called active
# Target sequence (O14786 whole entry, looked up): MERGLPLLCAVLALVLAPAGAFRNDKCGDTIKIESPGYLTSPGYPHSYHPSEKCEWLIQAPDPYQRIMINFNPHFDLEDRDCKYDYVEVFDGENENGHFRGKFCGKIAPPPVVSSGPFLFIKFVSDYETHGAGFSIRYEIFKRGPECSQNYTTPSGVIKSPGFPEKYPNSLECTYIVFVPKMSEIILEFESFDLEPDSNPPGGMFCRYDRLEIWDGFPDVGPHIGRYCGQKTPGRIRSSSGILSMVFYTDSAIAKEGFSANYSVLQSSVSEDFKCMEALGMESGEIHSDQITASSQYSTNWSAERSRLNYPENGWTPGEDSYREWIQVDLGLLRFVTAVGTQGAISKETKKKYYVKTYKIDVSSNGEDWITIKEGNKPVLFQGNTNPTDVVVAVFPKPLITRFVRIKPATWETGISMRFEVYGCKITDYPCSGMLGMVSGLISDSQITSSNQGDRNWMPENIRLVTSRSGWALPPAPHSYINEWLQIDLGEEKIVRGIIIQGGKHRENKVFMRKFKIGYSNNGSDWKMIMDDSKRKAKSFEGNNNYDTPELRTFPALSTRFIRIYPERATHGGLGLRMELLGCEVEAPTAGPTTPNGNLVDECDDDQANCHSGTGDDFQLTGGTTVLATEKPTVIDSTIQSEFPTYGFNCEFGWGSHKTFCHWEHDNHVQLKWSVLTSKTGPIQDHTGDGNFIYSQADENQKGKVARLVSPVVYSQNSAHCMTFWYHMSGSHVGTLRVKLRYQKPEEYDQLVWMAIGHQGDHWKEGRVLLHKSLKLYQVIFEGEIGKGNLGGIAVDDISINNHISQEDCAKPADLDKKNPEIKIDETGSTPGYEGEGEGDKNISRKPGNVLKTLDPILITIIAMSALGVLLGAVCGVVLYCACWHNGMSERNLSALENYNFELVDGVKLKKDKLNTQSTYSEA
# SKN-1 block: C. elegans SKN-1 inhibition; C. elegans VP596 Pgst-4::GFP/RFP ratio, acrylamide-induced, 24 h; inhibition, % at 21.8 µM; 0.49% of 360,000 active;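 active means interference check ratio from 0.5 to 1.5 plus GFP to RFP signal ratio inhibition reaching or exceeding a fixed threshold, cut at about 30% in these data, passing the limit was not always enough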; further: some compounds called inactive have numbers as strong as hits
# E coli Lon inh: inhibits E. coli Lon protease | AID 602123 | 0.42% of 360,000 active | purified E. coli Lon protease, fluorescence polarization | inhibition, % at 7.94 µM | P0A9M0; in the data active means inhibition above about 13%, passing the limit was not always enough;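 further: 0% = enzyme with probe and DMSO and 100% = no enzyme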
# MLLE-PAM2 inh: inhibitors of microRNA-mediated deadenylation, human PABP1 MLLE binding; P11940; GST-MLLE / FITC-PAM2 fluorescence polarization; inhibition, % at 20 µM; 0.36% of 360,000 active; in the data active means inhibition above about 35%, passing the limit was not always enough;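 further: plate controls were DMSO wells with GST-MLLE for no effect and wells lacking GST-MLLE protein for full effect; some results filed as inactive read as strong as hits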
# MT1-MMP act inh: blocks activation of human MT1-MMP; P50281; HT1080 RFP-PRO-GFP cells, GFP/RFP ratio fluorescence, overnight; percent of plate control window, DMSO zero; GFP/RFP ratio change, % at 20 µM; 0.061% of 360,000 active;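 active means GFP/RFP ratio change of at least 30% with cell ATP level not reduced by more than half and red fluorescence within 50% of control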; further: strong numbers were not always called active
#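 system = RFP-PRO-GFP reporter HT1080 cells | dosing = 20 µM single dose, 1% DMSO | timing = overnight cell settling, then overnight compound exposure, 37 °C, 5% CO2 | read-out basis = GFP/RFP fluorescence ratio | controls = DMSO and RFP-L50D-GFP cell wells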
# Neddyl block: inhibitors of human cullin neddylation; P61081+Q13564; TR-FRET cullin neddylation, biochemical; calls only at 25 µM; 0.58% of 360,000 active; AID 651699; in the data active means inhibition above about 36%
# FAS-TE inh: blocks the thioesterase domain of human fatty acid synthase; P49327; recombinant FAS-TE, OMFH fluorogenic substrate, fluorescence endpoint; inhibition, % at 15 µM; 0.67% of 360,000 active; AID 602261;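 active means compounds whose normalised, plate-corrected inhibition of enzyme fluorescence in the single-dose primary screen is 50% or more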;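 further: 0% = DMSO with enzyme and 100% = substrate without enzyme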
# Rin1 Abl inh: human Rin1-Abl interaction inhibition; P00519+Q13671; TR-FRET Rin1/Abl binding, biochemical; inhibition, % at 7.35 µM; 0.4% of 360,000 active; AID 588664; in the data active means inhibition above about 5%, passing the limit was not always enough
# bovine MsrA act: bovine methionine sulfoxide reductase A activation; purified bovine MsrA, absorbance read-out; activation, % at 10.6 µM; 0.3% of 360,000 active; in the data active means activation above about 7.5%;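 further: 0% = vehicle and 100% = reference activator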
# * hit, by the source's call; i = inactive; . = not tested or not shown.
SMILES,NRP1-CendR mod,SKN-1 block,E coli Lon inh,MLLE-PAM2 inh,MT1-MMP act inh,Neddyl block,FAS-TE inh,Rin1 Abl inh,bovine MsrA act
Cc1ccc(N2CCN(C(=O)c3[nH]c(C(F)(F)F)nc3-c3ccccc3)CC2)cc1,4,-2,-8,-2,5,i,-7,4,-3
COc1cccc(NC(=O)N2CCN(S(C)(=O)=O)CC2)c1,0,12,5,-10,2,i,-4,-1,-1
C[n+]1cccc2c(Br)ccc([O-])c21,26*,9,3,12,2,i,-6,-11,-1
CCCCNC(=O)c1cc2nc(-c3ccccc3)cc(C(F)(F)F)n2n1,15,18,-1,-6,-2,.,0,0,-2
COc1ccc2c(c1OC)C(=O)OC2Nc1nc(-c2cc3cc(Br)ccc3oc2=O)cs1 (configuration not stated),-61,32,-4,-51,5,i,3,-8,-5
COc1ccc2cc(C#CC3=CC(=O)C[C@H](c4ccc(F)cc4)C3)ccc2c1,-27,4,-11,-38,-1,i,15,-1,-2
CCCn1c(SC(C)C(=O)NC2CC2)nnc1-c1ccncc1 (configuration not stated),3,-15,-5,1,-1,i,-10,0,-8
O=C1c2ccccc2C(=O)C1C(=O)C1CC1,4,-1,-8,8,6,i,-7,5,-2
CCCN1CCN(C(=O)Nc2cccc(C(F)(F)F)c2)CC1,-4,2,-2,0,2,i,0,3,-9
CC(OC(=O)CCCc1nc2ccccc2s1)C(=O)NC(N)=O (configuration not stated),4,0,0,-5,4,i,-4,-4,-4
O=C(c1ccc[nH]1)N1O[C@@H]2C=C[C@H]1C2,-26,22,-1,-31,1,i,-6,-3,-1
Cc1ccc(-c2nnn(CC(=O)N(c3cccc(F)c3)C(C(=O)NC3CCCC3)c3ccncc3)n2)o1 (configuration not stated),-4,3,-4,1,-1,i,-5,2,-4

# Next section; it opens with the four that closed the last part.
SMILES,NRP1-CendR mod,SKN-1 block,E coli Lon inh,MLLE-PAM2 inh,MT1-MMP act inh,Neddyl block,FAS-TE inh,Rin1 Abl inh,bovine MsrA act
CCCN1CCN(C(=O)Nc2cccc(C(F)(F)F)c2)CC1,-4,2,-2,0,2,i,0,3,-9
CC(OC(=O)CCCc1nc2ccccc2s1)C(=O)NC(N)=O (configuration not stated),4,0,0,-5,4,i,-4,-4,-4
O=C(c1ccc[nH]1)N1O[C@@H]2C=C[C@H]1C2,-26,22,-1,-31,1,i,-6,-3,-1
Cc1ccc(-c2nnn(CC(=O)N(c3cccc(F)c3)C(C(=O)NC3CCCC3)c3ccncc3)n2)o1 (configuration not stated),-4,3,-4,1,-1,i,-5,2,-4
COc1ccc(C(=O)Nc2cccc(-c3ccc4nncn4n3)c2)cc1,9,-4,-4,9,4,i,1,-2,-1
CC(=O)c1ccc(NC(=O)CSc2ccsc2[N+](=O)[O-])cc1,-18,8,-12,0,-2,i,-12,-1,-13
CNc1nc(-c2ccc3c(c2)CCN3S(=O)(=O)c2ccccc2)c(C)s1,0,12,2,-100,3,i,-2,-2,-2
CC(NC(=O)c1cn(C)c2ccc(S(=O)(=O)N3CCCC3)cc2c1=O)c1ccc2c(c1)OCCO2 (configuration not stated),-2,6,-2,-4,4,i,25,-2,-2
Cc1oc(C(C)(C)C)cc1C(=O)Nc1cccc(/C=C/C(=O)O)c1,-4,10,0,2,10,i,4,-3,-9
CCOC(=O)N1CCC(=NNc2ccc(S(=O)(=O)N3CCOCC3)cc2[N+](=O)[O-])CC1,2,-5,1,9,9,i,-7,-7,-5
O=C(Nc1cccc(C(F)(F)F)c1)c1ccc2sc([C@@H]3O[C@H](CO)[C@H](O)[C@H](O)[C@H]3O)nc2c1,0,16,-10,-13,0,i,-5,1,-3
Cn1c(=O)oc2cc(S(=O)(=O)N3CCC(C(=O)N4CC=C(c5ccccc5)CC4)CC3)ccc21,-15,2,-9,7,7,i,12,1,-4
O=C(NCCCc1nc2ccccc2[nH]1)c1ccc(F)cc1,-8,8,-10,4,3,i,-3,5,-3
Cc1cccnc1NC(=S)NC(=O)/C=C/c1ccco1,-18,13,-5,6,-1,i,-9,0,-5
S=c1[nH]cc(-c2ccc(Cl)cc2)n1-c1ccccc1,2,2,7,-22,-1,i,-11,-3,-1
O=C(OCn1ncc(Br)c(Br)c1=O)c1ccccc1Cl,12,-18,-12,-6,-7,i,38,-4,-11
CC(C)(C)c1ccc(OC2=CS(=O)(=O)c3ccccc32)cc1,7,-2,9,-16,-4,i,26,0,1
O=C(Nc1nnc(COc2ccccc2)s1)C1CCN(S(=O)(=O)c2ccc(Cl)cc2)CC1,-4,-7,-4,-5,4,i,-10,-3,-2
O=[N+]([O-])c1c(NCCCO)cc(Sc2nc3ccccc3s2)c2nonc12,6,-15,-12,23,5,i,77*,-1,-9
Cc1ccc(S(=O)(=O)N2CC3C(=O)C[C@@H](c4ccccc4)N(S(=O)(=O)c4ccccc4Cl)C3CC2c2ccccc2)cc1 (some centres not stated),-6,-6,.,.,9,i,.,.,.
CCCCCCCCCCCCCCCC(O)C[N+](C)(C)CCO (configuration not stated),-6,22,-3,-148,-14,i,-82,-2,5
CC(C(=O)Nc1ccc(S(=O)(=O)N2CCCC2)cc1)N(C)CC(=O)Nc1cccc(F)c1 (configuration not stated),2,-4,-4,-2,-2,i,13,2,-6
Cc1onc(-c2c(Cl)cccc2Cl)c1C(=O)NC(=S)N1CCOCC1,10,-1,1,9,2,i,-6,2,-4
O=S(=O)(NCC(O)c1ccccc1)c1ccc(-c2ccccn2)s1 (configuration not stated),10,8,-4,8,2,i,-4,-2,-3
COc1ccc(C(CC(=O)N2CCCC2)c2c(OC)cc(OC)c3ccc(=O)oc23)cc1 (configuration not stated),15,6,-4,6,-4,.,-2,-1,-6
Cc1ccc(S(=O)(=O)N2CCCCC2)cc1,10,-10,-7,5,4,i,-5,2,-4
Cc1cc(=O)nc2c3ccccc3n(C(C)C(=O)NCCN3CCOCC3)n12 (configuration not stated),19,7,-6,4,2,i,-4,1,-3
CCOC(=O)CCCCCCCCC(=O)Nc1ccc(-n2[nH]c(=O)cc2C)cc1,2,-7,-4,-12,-2,i,2,12,-7
CCOc1ccc(C2C(C(=O)c3ccc(C)o3)=C(O)C(=O)N2CCN2CCOCC2)cc1OC (configuration not stated),-7,-2,-3,5,-2,i,-8,1,0
COc1cc(/C=C/[N+](=O)[O-])ccc1OC(=O)c1cc2ccccc2oc1=O,-7,-4,12,13,-1,i,-4,0,-9
Cc1ccc(-n2c(C)cc3c2CC(C)(C)CC3=O)cc1C,0,6,-3,9,0,i,6,1,-5
CCc1c(-c2cccc(Br)c2)ncn1Cc1cccc(-c2ccccc2)c1,-17,14,.,.,-1,i,.,.,.
O=C1c2cccc3cccc(c23)C(=O)N1CCN1CCN(CC(O)COc2ccccc2)CC1 (configuration not stated),2,-6,-2,1,0,i,-7,-3,-1
CCCn1c(SCC(=O)Nc2nnc(C)s2)nnc1-c1ccoc1C,-4,-15,-1,-4,-5,i,-3,1,-3
O=C(CSc1nnc(-c2c[nH]c3ccccc23)n1-c1ccc(F)cc1)NCc1ccco1,1,-6,-3,-110,2,i,-2,-6,-13
CCCCn1c(N)c(N(CCC(C)C)C(=O)c2ccc([N+](=O)[O-])o2)c(=O)[nH]c1=O,1,-3,0,-23,-37,i,0,1,-4
CCOC(=O)C1(C)CCCCN1C(=O)c1ccc(F)c(C)c1 (configuration not stated),2,6,-10,-6,-2,i,-3,-2,-3
Fc1cccc(/C=N/Nc2ccc(Cl)nn2)c1,3,12,-5,5,3,i,-3,-2,-7
Cc1cccc(N=Nc2c(N)n[nH]c2-c2ccc(Cl)cc2)c1,1,25,-2,0,8,i,22,-2,-1
Cc1ccc(C)n1-c1nccc(-c2ccco2)n1,-8,15,-13,-14,-5,.,-4,-3,-2

# NRP1-CendR mod: hit marks shown above
Structure,NRP1-CendR mod,SKN-1 block,E coli Lon inh,MLLE-PAM2 inh,MT1-MMP act inh,Neddyl block,Rin1 Abl inh,bovine MsrA act
C[n+]1cccc2c(Br)ccc([O-])c21,26*,9,3,12,2,i,-11,-1

# Other compounds follow:
SMILES,NRP1-CendR mod,SKN-1 block,E coli Lon inh,MLLE-PAM2 inh,MT1-MMP act inh,Neddyl block,FAS-TE inh,Rin1 Abl inh,bovine MsrA act
COc1cc(C(=O)Nc2cccc(-n3cnnn3)c2)cc(Cl)c1OC,-1,-6,5,-1,15,i,30,-2,-3
O=C(CCN1CCOCC1)c1ccc(Cl)cc1,13,-6,4,25,-1,i,-6,-2,-7
CC(C)C(NC(=O)/C(=C/c1ccco1)NC(=O)c1ccc(Br)o1)C(=O)O (configuration not stated),-20,-8,1,23,-4,i,-11,1,-10
N#C/C(=C(/O)COC(=O)c1ccc2c(c1)OCCO2)c1nc2ccccc2[nH]1,-44,2,-13,-36,-8,i,-7,0,-5
COc1cccc(/C=C/C(=O)Nc2ccc(N3CCOCC3)cc2)c1OC,-10,0,-8,2,7,i,-4,-3,-4
CN1CCN(CC(O)COc2ccc(OCC(O)CN3CCN(C)CC3)cc2)CC1 (configuration not stated),13,-15,6,-4,0,i,-7,-1,-2
O=C(CSc1nc2c([nH]c3ccccc32)c(=O)n1-c1ccc(F)cc1)NCc1ccco1,7,13,-4,-8,-3,i,-5,1,-2
COc1cc(N/N=C/c2ccccc2O)ncn1,12,10,8,-6,3,i,-10,-3,-4
CCOc1cc(C2C3=C(CC(C)(C)CC3=O)OC3=C2C(=O)CC(C)(C)C3)cc([N+](=O)[O-])c1O,1,8,5,13,4,i,-3,4,-3
Cc1cc(C)nc(NS(=O)(=O)c2ccc(NC(=O)c3ccccc3[N+](=O)[O-])cc2)n1,1,19,4,2,4,i,-1,2,-6
CC1Cc2ccccc2N1C(=O)c1ccc(N2CCCCC2)c([N+](=O)[O-])c1 (configuration not stated),0,1,-4,-16,11,i,16,-1,0
CC(Sc1ccc(S(=O)(=O)N2CCN(C)CC2)cn1)C(=O)NC1CCCC(C)C1C (configuration not stated),0,14,5,-9,5,i,-8,-1,0
CN(c1cccc(NC(=O)COc2ccccc2)c1)S(C)(=O)=O,2,7,-11,3,1,i,-4,0,-4
O=C(O)CC(Cc1ccc(Br)cc1)C(=O)O (configuration not stated),-4,-17,-6,4,-3,i,-11,1,-10
O=C(CCc1nc2ccccc2s1)Nc1cccnc1,-9,9,-12,-2,0,i,-7,1,-2
Cc1ccccc1-c1nc(NC(C)C)nc2cc(-c3ccccc3)sc12,-6,-2,-6,-7,-12,i,13,-1,-4
CC[n+]1c(/C=C2\C=C(C)CC(C)(C)C2)sc2ccccc21,-14,8,-8,-52,-10,i,-14,2,-2
COc1ccc2oc(C(=O)OCC(=O)NC3CCS(=O)(=O)C3)c(C)c2c1 (configuration not stated),-10,-1,-21,-7,-2,.,-6,2,-9
COc1ccc2c(=O)cc(-c3ccccc3F)oc2c1,-9,14,6,2,-2,i,5,-3,-2
CCOC(=O)C1=C(C)OC(N)=C(C#N)C1c1ccc(O)c(OC)c1 (configuration not stated),-10,0,-2,7,-7,i,-2,-2,-1
COc1ccc(C(=O)C2CCCN(Cc3cccn3-c3nccs3)C2)cc1OC (configuration not stated),5,-4,3,5,-4,i,-3,6.0*,-11
COc1ccc(S(=O)(=O)N2CCC(C(=O)NCc3cccnc3)CC2)cc1OC,-3,5,-4,3,1,i,-5,2,0
Cc1cc(Nc2ccccc2Cl)n2nnnc2n1,6,5,-5,-15,-5,i,-3,-4,-2
CCc1cc(CNC(=O)c2cc(COc3ccc(C)nc3)on2)on1,7,10,9,-15,1,i,-2,0,-5
C=CCn1c(SCC(=O)NCc2cccs2)nnc1C1CCCCC1,8,4,-2,1,0,i,-5,-2,-12
NC(=O)C1CCN(C(=O)CN2CCc3ccccc32)CC1,-2,-11,-7,-9,5,i,-10,1,-10

# Source: PubChem BioAssay (several laboratories)
